ATG4B inh: inhibitors of human ATG4B cysteine protease | ATG4B cleavage of LC3-PLA2, NBD-HPC fluorescence, 1 h | inhibition, % at 8.33 µM | 0.51% of 340,000 active; in the data active = inhibition above about 40%
Target sequence (Q9Y4P1 whole entry, looked up): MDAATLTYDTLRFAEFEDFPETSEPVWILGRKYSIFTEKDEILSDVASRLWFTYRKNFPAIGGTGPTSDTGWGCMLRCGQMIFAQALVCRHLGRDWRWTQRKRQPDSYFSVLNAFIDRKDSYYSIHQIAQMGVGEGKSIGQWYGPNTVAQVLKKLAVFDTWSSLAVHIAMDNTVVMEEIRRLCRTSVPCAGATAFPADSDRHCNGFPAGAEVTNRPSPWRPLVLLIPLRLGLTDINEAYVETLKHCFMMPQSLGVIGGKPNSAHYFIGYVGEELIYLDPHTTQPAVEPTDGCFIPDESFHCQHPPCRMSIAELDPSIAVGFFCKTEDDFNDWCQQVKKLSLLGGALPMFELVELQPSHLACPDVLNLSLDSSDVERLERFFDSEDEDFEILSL
mIAP inh: blocks mouse intestinal alkaline phosphatase; purified mouse IAP, CDP-Star luminescence, 30 min; inhibition, % at 10 µM; 0.2% of 330,000 active; AID 2806;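 active = inhibition of at least 40% at 10 µM in the primary screen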;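 note: plate controls were DMSO with enzyme for no effect and no enzyme wells for full effect; values of inactives mirror those of a sister screen read the other way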
hIAP inh: blocks human intestinal alkaline phosphatase; 0.12% of 330,000 active; P09923; inhibition, % at 10 µM; purified IAP, CDP-Star luminescence, 30 min;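 active = inhibition reaching a set limit with compound at 10 µM in the primary screen, cut at about 35% in these data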;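 note: plate controls were DMSO wells with enzyme for no effect and no-enzyme buffer wells for full effect; values of inactives mirror those of a sister screen read the other way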
Target sequence (P09923 whole entry, looked up): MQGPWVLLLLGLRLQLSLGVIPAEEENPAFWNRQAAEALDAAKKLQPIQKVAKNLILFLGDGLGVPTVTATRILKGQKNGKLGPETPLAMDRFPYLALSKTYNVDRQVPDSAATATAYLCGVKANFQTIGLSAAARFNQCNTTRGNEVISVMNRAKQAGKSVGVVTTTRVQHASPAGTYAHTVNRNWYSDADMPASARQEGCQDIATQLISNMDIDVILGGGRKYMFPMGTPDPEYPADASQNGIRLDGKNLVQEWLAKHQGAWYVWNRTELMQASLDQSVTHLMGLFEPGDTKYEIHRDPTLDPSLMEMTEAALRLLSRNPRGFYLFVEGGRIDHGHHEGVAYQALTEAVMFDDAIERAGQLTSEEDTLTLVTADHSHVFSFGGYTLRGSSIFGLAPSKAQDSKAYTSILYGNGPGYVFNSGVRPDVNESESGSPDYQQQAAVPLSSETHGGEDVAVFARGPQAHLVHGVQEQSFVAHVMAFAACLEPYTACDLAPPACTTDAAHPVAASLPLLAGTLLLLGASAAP
mIAP activ: increases mouse intestinal alkaline phosphatase activity; muIAP, CDP-Star luminescence, 30 min; hits give high values; 1 = vehicle-only enzyme signal, 0 = enzyme-free wells; activation factor at 10 µM; 0.24% of 330,000 active;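 active = activation factor of at least 2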; note: the source names both 10 and 20 µM as test concentration; values of inactives mirror those of a sister screen read the other way
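also added = chemiluminescent substrate CDP-Star | test system = mouse IAP enzyme | signal = chemiluminescence readout | compound = DMSO-dissolved test compounds | incubation = 30 min at room temperature | benchmarks = DMSO wells, no-enzyme wells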
PfG6PD inh: PfG6PD (Plasmodium falciparum) enzyme inhibition. PfGluPho enzyme, NADPH resazurin-diaphorase fluorescence. inhibition, % at 20 µM. AID 504690. 0.78% of 350,000 active;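 active = inhibition reaching at least a set limit at 20 µM in the primary screen, cut at about 59% in these data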;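 note: 0% = DMSO wells with substrate and 100% = DMSO wells lacking glucose-6-phosphate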
hIAP activ: increases human intestinal alkaline phosphatase activity | purified human IAP, CDP-Star luminescence, 30 min; hits give high values; 1 = vehicle-only enzyme, 0 = enzyme-free background | AID 2524 | 0.16% of 330,000 active | activation factor at 10 µM | P09923;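 active = activation factor of the enzyme at least 2-fold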; note: the source names both 10 and 20 µM as test concentration; values of inactives mirror those of a sister screen read the other way
HKDC1 inh: inhibitors of human hexokinase HKDC1; Q2TB90; recombinant HKDC1, G6PDH/diaphorase resazurin coupled fluorescence; inhibition, % at 20 µM; 0.16% of 340,000 active; AID 493160;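 active = inhibition above about 35% when tested at 20 µM, limit read from the data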;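 note: plate controls were DMSO wells with enzyme for no effect and DMSO wells lacking enzyme for full effect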
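Material: recombinant HKDC1 hexokinase; Amount: HKDC1 at 5 µg/mL; Medium: Tris pH 8.0 buffer with MgCl2, Tween-20, BSA, BME; Schedule: 90 min reaction incubation at room temperature, dark; Technique: coupled resazurin fluorescence, excitation 525 nm, emission 613 nm.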
A3A deaminase: blocks human APOBEC3A ssDNA deamination; P31941; inhibition, % at 20 µM; 0.41% of 330,000 active; recombinant A3A, FAM/TAMRA ssDNA deamination fluorescence; AID 493011;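 active = at least 40% inhibition at 20 µM here, with at most 30% in a related deaminase screen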;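 note: plate controls were A3A with DMSO for no effect and wells lacking A3A enzyme for full effect; some results filed as inactive read as strong as hits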
Numbers without * were called inactive; · = no result given.

ATG4B inh	mIAP inh	hIAP inh	mIAP activ	PfG6PD inh	hIAP activ	HKDC1 inh	A3A deaminase	mol
-5.5	4.0	-9.6	0.96	8.4	1.1	-6.4	-1.9	COc1ccc(C(C#N)c2ccc(=O)[nH]n2)cc1 (configuration not stated)
-5.7	2.9	6.0	0.971	21.4	0.94	-6.2	-2.0	O=C(CN1CCN(c2nc(-c3ccc(F)cc3)cs2)CC1)NCc1ccc2c(c1)OCO2
-0.6	-6.6	-18.3	1.07	-11.9	1.18	0.6	-1.9	O=C(/C=C/c1cccs1)N1CCN(c2ccccc2)CC1
2.4	9.6	14.1	0.904	-7.3	0.859	3.1	-0.7	O=C1OCC(c2ccccc2)=C1c1ccccc1[N+](=O)[O-]
-3.1	-0.7	5.4	1.01	17.8	0.946	-8.9	1.0	S=C(Nc1ccc(Cl)cc1)N1CCN(C2CCCCC2)CC1
-7.5	-9.5	5.8	1.09	15.0	0.942	-3.0	-4.6	CC(=O)c1ccc(-c2ccccc2OC(F)(F)F)o1
-26.3	-9.9	-4.2	1.1	5.8	1.04	-2.3	-2.9	CCCN(CC(=O)Nc1ccccc1C)C(=O)COc1c(C)cccc1C
21.8	-4.9	11.2	1.05	-2.1	0.888	-1.3	-3.3	C=C(C)C1CC=C(C)/C(=N/NC(=O)c2ccc(NC(=O)c3cccc(C)c3)cc2)C1 (configuration not stated)
-6.6	9.6	-1.7	0.904	20.1	1.02	1.7	-2.9	CN(CCOc1ccc(-c2ccn(S(=O)(=O)c3cccc4ccccc34)n2)cc1)c1ccccn1
-1.6	-13.0	7.9	1.13	-6.5	0.921	0.1	-1.4	OCCN1CCOCCOc2ccccc2OCCOCC1
4.4	-24.1	-3.6	1.24	-1.6	1.04	0.4	-4.4	CCOc1ccccc1N=CC1=C(O)CC(c2ccccc2)CC1=O (configuration not stated)
2.3	3.1	-1.7	0.969	-11.3	1.02	-5.2	-3.2	N#Cc1ccccc1CN1C(=O)NC2(CCCCCC2)C1=O
7.4	-2.2	5.0	1.02	11.7	0.95	-4.8	-2.1	Cn1cccc1Cc1nnc(SCC(=O)NC2CCCCC2)n1-c1ccc(F)cc1
-1.5	0.3	13.6	0.997	-3.8	0.864	2.0	-4.5	Cc1ccc(CN(C)C(=O)COC(=O)CSc2cc(C)c3ccccc3n2)cc1
6.5	12.1	-1.4	0.879	-23.1	1.01	11.2	-3.6	CC(C)CCN1C(=O)c2ccc(C(=O)Nc3ccccc3C(=O)O)cc2C1=O
1.3	-1.0	-19.3	1.01	-0.4	1.19	1.0	-6.2	CCOc1ccccc1NC(=O)Nn1cnnc1
-9.5	3.8	5.5	0.962	34.8	0.945	-4.4	0.7	CCOC(=O)C1=C(C)NC2=C(C1c1ccc([N+](=O)[O-])cc1)S(=O)(=O)c1ccccc12 (configuration not stated)
-8.4	7.6	-5.6	0.924	13.7	1.06	-2.5	-6.0	Cn1c(/C=C/c2ccc(Cl)cc2)nc2ccccc2c1=O
-1.9	3.6	-17.3	0.964	-4.5	1.17	-2.5	2.1	O=C1CCC(C(=O)NC2(C(=O)NC3CCCCC3)CCCCC2)N1 (configuration not stated)
-2.0	0.8	17.1	0.992	0.8	0.829	-0.4	2.9	Cc1cc(NC(=O)CSCCO)no1
-2.1	0.9	2.5	0.991	5.9	0.975	-7.3	-1.4	CCCN(CC(=O)Nc1ccccc1C)C(=O)C1CC(=O)N(c2cccc(C)c2C)C1 (configuration not stated)
1.8	-2.5	14.1	1.02	1.7	0.859	8.9	5.9	COc1ccccc1NS(=O)(=O)c1cc(C(=O)NCc2ccco2)ccc1C
-10.2	-16.6	5.0	1.17	5.5	0.95	0.7	1.9	Cc1cc(C)cc(NC(=O)Cc2ccc(S(=O)(=O)N3CCCC3)s2)c1
9.5	11.2	-10.1	0.888	-28.8	1.1	-0.7	4.3	CCOC(=O)Cc1csc(NC(=S)NC(=O)c2ccc(Cl)cc2)n1
-6.8	5.5	-45.1	0.945	10.0	1.45	-10.0	4.4	C/C(=N\NC(=O)c1c[nH]c2ccccc12)c1ccccn1

Following part:
ATG4B inh	mIAP inh	hIAP inh	mIAP activ	PfG6PD inh	hIAP activ	HKDC1 inh	A3A deaminase	mol
-11.4	3.1	-15.9	0.969	5.5	1.16	-0.4	9.4	Cc1ccc(C(=O)NCc2ccncc2)cc1S(=O)(=O)Nc1cccc(C)c1C
-0.3	-5.5	7.1	1.05	-14.7	0.929	10.5	0.7	C/C(=N\NC(=O)c1ccc([N+](=O)[O-])cc1)c1cccc([N+](=O)[O-])c1
-1.2	11.9	4.5	0.881	4.1	0.955	-5.0	-1.6	COc1cccc(-c2cc(C(=O)Nc3ccc([N+](=O)[O-])cn3)c3ccccc3n2)c1
8.9	0.2	-10.6	0.998	-14.7	1.11	4.7	-7.3	C/C(=C/c1ccccc1)C(=O)N1CCC(C)CC1
-3.7	5.3	5.9	0.947	1.9	0.941	-18.7	-1.8	CC(C)NC(=S)NNC(=O)C12CC3CC(CC(C3)C1)C2
5.6	5.1	-14.8	0.949	8.0	1.15	-5.0	-4.5	CCC1CCCCN1C(=O)CSc1nnc(-c2ccc(Cl)s2)o1 (configuration not stated)
-15.3	-6.8	19.5	1.07	48.6	0.805	6.9	-1.2	CCOC(=O)c1ccc(NC(=O)CSc2nc3c(c(=O)n2-c2ccccc2OC)SCC3)cc1
8.9	8.4	0.8	0.916	-9.3	0.992	-7.0	-4.7	Cc1nnsc1S(=O)c1ccc(Cl)cc1 (configuration not stated)
-0.9	17.9	8.6	0.821	-0.4	0.914	-3.5	-4.9	Cc1c(C(=S)NC(=O)C2CC2)c(=O)n(-c2ccccc2)n1C
2.4	-5.7	-12.8	1.06	12.6	1.13	-4.6	-4.3	N#C/C(=C\c1ccccc1[N+](=O)[O-])C(=O)NC1CCCCC1
-4.3	2.1	-98.2	0.979	0.8	1.98	-0.8	0.5	Cn1nnnc1SCC(=O)Nc1ccccc1Cl
-2.5	7.0	27.5	0.93	4.5	0.725	-4.7	-5.3	CCOc1ccccc1NC(=O)c1sc2nc(C)nc(N3CCOCC3)c2c1C
-15.2	4.3	-5.7	0.957	-12.8	1.06	-7.8	-3.5	COc1ccc(OCC(=O)Nc2ccc3oc(-c4ccncc4)nc3c2)cc1
-0.1	-6.7	12.0	1.07	-33.1	0.88	0.9	-2.2	CCCS(=O)(=O)c1ncc(Cl)c(C(=O)Nc2ccc(S(=O)(=O)Nc3ncccn3)cc2)n1
-6.4	3.2	-8.9	0.968	9.4	1.09	-2.2	0.5	COCC(C)NCc1ccc(OC)c(Br)c1 (configuration not stated)
-9.7	-3.8	7.2	1.04	-2.0	0.928	-7.6	9.0	COc1ccc(NC(=O)C2CCCN(S(=O)(=O)c3c(C)[nH]c(=O)[nH]c3=O)C2)cc1OC (configuration not stated)
1.2	8.6	-5.5	0.914	-8.4	1.05	-10.1	0.5	CCN(CC)CCNC(C(=O)Nc1ccc([N+](=O)[O-])cc1Br)c1ccccc1 (configuration not stated)
6.9	-1.1	-10.4	1.01	-1.7	1.1	-10.2	-4.2	CSc1nc2sc3c(c2c(=O)[nH]1)CCC(C)C3 (configuration not stated)
-4.6	-4.5	-5.7	1.04	1.8	1.06	-5.5	-3.4	COc1ccc(C(C)C)cc1S(=O)(=O)NC1CCCC1
-4.0	2.3	-41.1	0.977	-3.0	1.41	2.0	-1.4	Cc1cc(C(F)F)n2nc(C(=O)Nc3cccc(S(=O)(=O)N4CCOCC4)c3)nc2n1
-4.2	3.3	-12.6	0.967	7.9	1.13	2.9	-6.8	COc1cc(C(=O)NCCc2ncccc2C)ccc1OC1CCN(C(C)=O)CC1
-13.6	19.3	2.0	0.807	83.4*	0.98	-11.6	-0.1	CCOC(=O)c1ccc(-n2c(N)c(C(=O)NCc3ccco3)sc2=S)cc1
-14.7	-26.8	-23.8	1.27	-14.4	1.24	-1.7	-7.0	CCOC(=O)C1=C(c2ccccc2)Nc2ncnn2C1c1ccccn1 (configuration not stated)
-6.2	-8.0	-13.5	1.08	24.4	1.14	3.2	-0.8	O=C(CNC(=O)c1ccccc1F)Nc1ccc2c(c1)OCO2
-8.8	-5.5	3.7	1.05	23.7	0.963	10.9	-2.7	Cc1nn(Cc2ccc(F)cc2)c(C)c1NC(=O)c1noc2c1CCc1ccccc1-2

Going on with the list:
ATG4B inh	mIAP inh	hIAP inh	mIAP activ	PfG6PD inh	hIAP activ	HKDC1 inh	A3A deaminase	mol
37.8	7.0	-7.7	0.93	-13.4	1.08	-1.3	0.1	CCOc1ccc(-c2[nH]nc3c2C(c2ccc4c(c2)OCO4)C(C#N)=C(N)O3)cc1OC (configuration not stated)
-1.4	0.8	17.2	0.992	7.0	0.828	7.0	-2.3	CCN1C(=O)[C@@H]2[C@@H](c3ccc(-c4ccc(F)cc4)cc3)N3CCCC[C@@]3(C(=O)OC)[C@@H]2C1=O
-8.2	9.9	3.4	0.901	3.7	0.966	-7.2	-1.0	COc1cc(NC(=O)COC(=O)CC(NC(C)=O)c2ccccc2)cc(OC)c1 (configuration not stated)
·	37.8	26.0	0.622	·	0.74	·	-4.4	Cc1nc(NC(=O)c2cccc(Cl)c2)sc1-c1csc(Nc2cccc(Cl)c2)n1
38.1	7.1	-10.6	0.929	-25.4	1.11	15.2	-4.9	COc1cc(C(c2c(C(=O)O)[nH]c3ccccc23)c2c(C(=O)O)[nH]c3ccccc23)ccc1OCc1ccccc1
0.0	2.1	-8.2	0.979	-1.4	1.08	-0.4	0.4	Cc1ccc(OCCC(=O)N(Cc2ccccc2)c2c(N)n(Cc3ccccc3)c(=O)[nH]c2=O)cc1
-7.3	9.1	11.7	0.909	16.2	0.883	13.1	-0.8	CC1(C)C2CC=C(/C=N/NC(=O)c3ccc(Cl)cc3)C1C2 (configuration not stated)
-13.2	-2.8	-6.9	1.03	31.4	1.07	2.3	2.4	c1cncc(-c2nc3c(ccc4ccccc43)[nH]2)c1
-10.5	-0.3	-3.7	1	-2.4	1.04	-3.0	0.5	CCOc1ccc(N2CC(O)(c3cccs3)[N+]3=C2CCCC3)cc1 (configuration not stated)
16.3	13.7	-8.7	0.863	-14.0	1.09	10.2	-1.1	CS(=O)(=O)C1=NSC2=NC(=O)/C(=C\c3ccc(OS(=O)(=O)c4ccccc4)cc3)C(=N)N21
11.6	5.1	-6.6	0.949	-13.1	1.07	3.9	-0.6	CC(C)C(c1nnnn1Cc1ccc(F)cc1)N1CCN(C2CCCCC2)CC1 (configuration not stated)
-13.9	5.7	1.3	0.943	-14.0	0.987	-4.4	-3.7	CCOc1ccccc1NC(=O)c1cnc(NS(=O)(=O)c2ccccc2)nc1
4.0	-0.9	-0.3	1.01	-6.1	1	-1.0	0.1	CC(C)[C@H](NC(=O)c1ccc(C(C)(C)C)cc1)C(=O)Nc1nnc(C2CC2)s1

5 compounds already listed, sorted by the value under ATG4B inh, rising.
ATG4B inh	mIAP inh	hIAP inh	mIAP activ	PfG6PD inh	hIAP activ	HKDC1 inh	A3A deaminase	mol
-13.2	-2.8	-6.9	1.03	31.4	1.07	2.3	2.4	c1cncc(-c2nc3c(ccc4ccccc43)[nH]2)c1
-7.3	9.1	11.7	0.909	16.2	0.883	13.1	-0.8	CC1(C)C2CC=C(/C=N/NC(=O)c3ccc(Cl)cc3)C1C2 (configuration not stated)
-1.4	0.8	17.2	0.992	7.0	0.828	7.0	-2.3	CCN1C(=O)[C@@H]2[C@@H](c3ccc(-c4ccc(F)cc4)cc3)N3CCCC[C@@]3(C(=O)OC)[C@@H]2C1=O
0.0	2.1	-8.2	0.979	-1.4	1.08	-0.4	0.4	Cc1ccc(OCCC(=O)N(Cc2ccccc2)c2c(N)n(Cc3ccccc3)c(=O)[nH]c2=O)cc1
4.0	-0.9	-0.3	1.01	-6.1	1	-1.0	0.1	CC(C)[C@H](NC(=O)c1ccc(C(C)(C)C)cc1)C(=O)Nc1nnc(C2CC2)s1

Assay outcomes (PubChem)
